BCR signal inh: chronic active BCR signaling inhibition. ABC-DLBCL IkBa-CBG/CBR reporter, luminescence ratio, 4 h. 0.05% of 340,000 active. Potency, µM (series often up to 46.1 µM), for inactives: at the top dose ratio change, negative = lower green/red ratio, usual class: inhibitors. AID 493014; active means well fitted inhibition curve with a large enough effect in the signal ratio, with a control signal flat, not every such curve was filed as active; inconclusive means small, poorly fitted or top-dose-only effect, or effect the other way, or a change in a side signal; the % refers to the signal ratio;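 further: potency means the concentration at half of the fitted maximal effect; plate controls were basal doxycycline-induced cells for no effect and cells given 10 µM MG132 for full effect; MG132 reads +100%, hits lower the ratio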
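Cell line TMD8 (human ABC DLBCL), stably expressing tet-inducible CBG68-IkBa fusion and CBR; IMDM/0.5% FBS; cpd up to 46 uM; dox induction, 4 h, 37C/5% CO2; dual luminescence; green/red ratio; MG132 control.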
Eya2 inh: blocks the phosphatase activity of human Eya2; recombinant Eya2, OMFP fluorescence dephosphorylation (OMFP is methylfluorescein phosphate); Potency, µM (series often up to 76.9 µM), for the others: top-dose activity, negative = inhibition, hits mostly inhibitors; O00167; 0.006% of 330,000 active; further: potency means the concentration at half of the fitted maximal effect
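Eya2 protein (added as 0.2 uM solution) was preincubated with compound for 10 min at ambient temperature in 50 mM HEPES pH 7.5, 50 mM NaCl, 5 uM MgCl2, 0.05% BSA, 1 mM DTT. OMFP (added at 50 uM) then reacted 10 min; fluorescence read at 485/525 nm.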
USP2a inh: blocks human ubiquitin-specific protease USP2a. O75604. USP2 core, Ub-CHOP2 coupled fluorogenic reporter, 485/531. Potency, µM (series often up to 38.3 µM), for the others: at the top dose activity change, negative = inhibition, actives largely listed as inhibitors. 0.01% of 330,000 active;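 further: potency means the concentration at half of the fitted maximal effect; plate controls were DMSO wells for no effect and full inhibition by NEM control for full effect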
Target sequence (O75604 whole entry, looked up): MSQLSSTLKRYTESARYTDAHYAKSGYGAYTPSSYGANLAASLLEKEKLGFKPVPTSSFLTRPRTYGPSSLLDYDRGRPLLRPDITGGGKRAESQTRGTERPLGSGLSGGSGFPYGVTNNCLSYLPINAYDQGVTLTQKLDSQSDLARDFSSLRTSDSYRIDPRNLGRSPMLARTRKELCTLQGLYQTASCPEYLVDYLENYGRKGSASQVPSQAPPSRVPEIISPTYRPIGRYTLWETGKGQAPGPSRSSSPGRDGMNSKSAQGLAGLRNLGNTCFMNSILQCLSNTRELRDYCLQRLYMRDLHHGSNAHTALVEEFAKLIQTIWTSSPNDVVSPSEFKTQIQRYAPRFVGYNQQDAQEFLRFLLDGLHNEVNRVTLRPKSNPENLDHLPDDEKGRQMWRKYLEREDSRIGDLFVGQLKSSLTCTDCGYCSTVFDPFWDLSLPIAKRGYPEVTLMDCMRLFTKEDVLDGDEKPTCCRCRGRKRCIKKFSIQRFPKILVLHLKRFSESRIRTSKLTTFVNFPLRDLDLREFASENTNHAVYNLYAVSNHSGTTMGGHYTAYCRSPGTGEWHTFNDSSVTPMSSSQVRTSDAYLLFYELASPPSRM
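Cell-free coupled assay: 10nM USP2 core preincubated 30min RT with compound in Tris-HCl pH 8.0/CaCl2/CHAPS buffer, then 25nM Ub-CHOP2 and 25nM reporter substrate; fluorescence (Ex 485/Em 531) read after 60min RT, normalized to NEM inhibition, concentration-response curves fitted.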
Coupling enz: counter-screen for Giardia aldolase inhibitors: coupling enzyme system | AID 2472 | coupling enzyme system counterscreen, AmpLite Red fluorescence | activity change, negative = inhibition, % at 58.2 µM, hits read low | 0.67% of 290,000 active; in the data active means activity change below about -30%
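Compounds tested against the coupling enzymes alone at 57.5 uM final; readout was AmpLite Red fluorescence (525/598 nm) after 20 min at RT.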
KCNH2 3.1 block: inhibitors of human KCNH2 3.1 potassium channel isoform | activity change, % (tested at about 1.8 µM) | 0.95% of 340,000 active | AID 720553 | U2OS KCNH2 3.1, thallium flux FluxOr; stronger effect = lower value;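 active means maximum activity change below -70%; inconclusive means maximum activity change from -70% to -50%; inactive means maximum activity change above -50%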;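 further: thallium influx rate constant from kinetic fluorescence after stimulation buffer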
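FluxOr-based Tl+ influx in U2OS cells transduced with KCNH2 3.1 virus; rate constants normalized to DMSO controls.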
Giardia killer: Giardia lamblia killing. Giardia lamblia trophozoite viability. activity change, % at 7.66 µM, hits read low. 0.15% of 340,000 active. AID 540267; in the data active means activity change below about -80%; inconclusive means between about -30% and that limit;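 further: parasites exposed to compound for two days anaerobically before the ATP read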
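Giardia lamblia trophozoites (100 cells/well) were incubated with compounds for 48 h at 37 deg C under anaerobic conditions. Viability was read as ATP content by one-step luminescence after 15-30 min at room temperature.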
KCNH2 WT inh: blocks the wildtype human KCNH2 potassium channel | U2OS, BacMam KCNH2, thallium flux FluxOr; stronger effect = lower value | activity change, % at 1.84 µM | 0.37% of 340,000 active | AID 720551;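 active means maximum activity change below -70%; inconclusive means maximum activity change between -70% and -50%; inactive means maximum activity change above -50%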
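U2OS cells were transduced with wild-type KCNH2 virus (2.03 x 10^8 / mL) for 4 h at room temperature, then cultured overnight at 37 C. Thallium flux was read with FluxOr dye. Rate constants were normalized to DMSO controls.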
GALK inhibitor: inhibitors of human galactokinase; 0.007% of 270,000 active; P51570; AID 1868; Potency, µM (doses to about 57.5 µM), for inactives: at the top dose activity change, negative = inhibition, hits mostly inhibitors; Purified GALK, Kinase-Glo residual ATP luminescence; further: potency means the concentration at half of the fitted maximal effect
Target sequence (P51570 whole entry, looked up): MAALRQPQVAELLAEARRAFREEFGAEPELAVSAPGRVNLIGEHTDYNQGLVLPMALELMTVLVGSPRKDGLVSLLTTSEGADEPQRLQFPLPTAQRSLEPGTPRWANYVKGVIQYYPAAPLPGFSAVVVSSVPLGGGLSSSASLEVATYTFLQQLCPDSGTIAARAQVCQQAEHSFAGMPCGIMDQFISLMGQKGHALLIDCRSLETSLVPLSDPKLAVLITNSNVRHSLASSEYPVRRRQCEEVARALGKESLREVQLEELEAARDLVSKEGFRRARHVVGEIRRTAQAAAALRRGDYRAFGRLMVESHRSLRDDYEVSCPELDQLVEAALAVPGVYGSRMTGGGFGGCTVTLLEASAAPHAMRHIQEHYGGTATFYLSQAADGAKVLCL
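ATP-depletion format; final 35 uM ATP, 100 uM D-galactose, 5 nM enzyme; pH 8.0 HEPES/Mg2+ buffer; 60 min RT; luminescence read 10 min after detection reagent.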
uPA generation: blocks generation of uPA at the cell surface. cell surface uPA generation assay, qHTS. Potency, µM (series often up to 38.3 µM), for the others: top-dose activity change, negative = inhibition, actives largely listed as inhibitors. 0.31% of 330,000 active. AID 540303; active means well fitted inhibition curve with a large enough effect; inconclusive means small, poorly fitted or top-dose-only effect; inactive means no such curve, though single readings can be large or run the other way; tested in mouse RAW 264.7 cells; further: potency means the concentration at half of the fitted maximal effect; nearly all actives have a fitted effect of over 55% in size
B2AR arrestin: agonists driving beta-arrestin recruitment to human beta2-adrenergic receptor. beta-arrestin recruitment to beta2AR, cell-based reporter. P07550. Potency, µM (series often up to 46.1 µM), inactives show at the top dose activation, actives largely listed as activators. 0.02% of 330,000 active. AID 492947;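 further: potency means the concentration at half of the fitted maximal effect; 0% = DMSO controls and full agonism = EC100 isoproterenol or metaproterenol; nearly all actives have a fitted effect of over 65% in size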
PKM2 activator: PKM2 (human) enzyme activation; 0.34% of 260,000 active; P14618; Potency, µM (titrated, usually from 57.5 µM), without a hit: top-dose activation, most hits filed as activators; purified PKM2, Kinase-Glo ATP luminescence, activation; response scale: 0% is enzyme alone, no compound; further: potency means the concentration at half of the fitted maximal effect; nearly all actives have a fitted effect of over 55% in size
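Purified hPK-M2 (>95% pure) converted ADP (0.1 mM final) to ATP with 0.5 mM PEP in 50 mM imidazole pH7.2, KCl, MgCl2, Tween 20, BSA; 1 h at room temperature. ATP detected by Kinase-Glo luminescence.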
An asterisk follows results filed as active; ? = inconclusive; · = no result given; & = joins results of further samples; [ ] = dose if it differs, or a comment. Unless noted, the call rests on the fitted dose curve; in most records, active means well fitted curve in the direction sought with a large enough effect; inconclusive means small, poorly fitted or top-dose-only effect, or another doubt; inactive means no such curve, though single readings can be large; an effect the other way counts as inactive or inconclusive. Unless noted, on the % scale 0 is the no-effect control and ±100 the full control effect.

cpd	SMILES	BCR signal inh	Eya2 inh	USP2a inh	Coupling enz	KCNH2 3.1 block	Giardia killer	KCNH2 WT inh	GALK inhibitor	uPA generation	B2AR arrestin	PKM2 activator
1	O=C(NCc1cccs1)c1csc2c1CCCCC2	3%	4%	2%	1	-5	13	0	3%	-10%	-0.9%	-2%
2	Oc1ccc(CCC2CCCCN2Cc2nc(C3CC3)no2)cc1 (configuration not stated)	?	-10%	-5%	3	-1	15	-9	6%	·	-0.6%	0%
3	CC1CCC(NC(=O)COc2ccccc2C(N)=O)CC1 (configuration not stated)	-1%	2%	3%	3	0	13	3	-2%	1%	3.6%	-2%
4	O=C(CSc1nnc(-c2ccncc2)n1-c1ccc(Cl)cc1)Nc1ccc(C(=O)O)cc1	-13%	-9%	2%	10	-18	-8	2	0%	2%	0.0%	-11%
5	Cc1ccc(N(C(=O)c2csnn2)C(C(=O)NC2CCCC2)c2ccccn2)cc1 (configuration not stated)	-3%	-1%	6%	5	-3	13	-7	9%	7%	0.0%	0%
6	COc1ccc(OCC(=O)Nc2ccc(S(=O)(=O)N3CCN(C)CC3)cc2)cc1	11%	3%	1%	2	2	-13	1	-2%	-4%	0.0%	1%
7	CCN(CC(=O)Nc1ccccc1OC)C(=O)CSCc1c(C)noc1C	-1%	0%	0%	·	·	22	-44	-2%	-13%	0.1%	2%
8	CC1CCCN(C(=O)Cn2cnc3c2c(=O)n(C)c(=O)n3C)C1 (configuration not stated)	1%	6%	0%	1	6	4	-10	1%	3%	0.4%	-4%
9	COc1ccc(NC(=S)N(CCCN2CCCCC2)Cc2cccs2)cc1	-6%	-2%	5%	-2	-6	1	46	3%	-5%	-0.4%	1%
10	Cc1ccc(Sc2cc(C)nc(-c3ccccn3)n2)cc1	?	-6%	1%	2	-5	-9	1	-1%	1%	-0.7%	-3%
11	CN(C)CCCNC(=O)C[C@H]1C[C@H](C(=O)N2CCOCC2)[C@@]2(C)c3[nH]c4ccc(Cl)cc4c3CCN2C1=O	7%	-8%	2%	·	8	-2	-11	·	4%	-0.1%	·
12	COc1ccc(NC(=O)COc2ccc(/C=N/NC(=O)c3cccnc3)cc2OC)cc1	?	-7%	3%	-2	5	-22	-1	0%	-9%	-0.4%	-8%
13	CCCc1cc(=O)[nH]c(SCC(=O)N2CCc3ccccc3C2)n1	2%	26%	0%	·	10	-3	-6	·	?	-0.3%	·
14	O=C(CNC(=O)Cc1ccccc1)N=Nc1c(O)[nH]c2ccc(Br)cc12	-6%	16%	1%	1	7	?	-5	-8%	-3%	-0.8%	·
15	O=c1c(Cc2ccc(F)cc2)c(O)ccn1Cc1cccc(Cl)c1	4%	15%	0%	3	0	-12	-1	0%	0%	-0.2%	1%
16	COc1ccc2[nH]c(=O)c(CN(C(=O)COc3ccccc3)C(C)C)cc2c1	?	9%	1%	3	-3	0	32	4%	5%	-0.6%	-1%
17	COc1ccc(/C=N/NC(=O)COc2cccc3cccnc23)cc1OC	-18%	-9%	2%	6	-5	-28	-12	0%	·	-0.9%	?
18	CCCCNC(=O)CCc1nc2cccnc2n1Cc1ccc(OC)cc1	-1%	27%	2%	-3	-15	2	2	4%	3%	0.0%	0%
19	CCn1nc(C(=O)NCCc2ccc3c(c2)OCCO3)c2ccccc2c1=O	1%	4%	2%	·	-2	8	-3	·	-1%	0.6%	·
20	CCCC(=O)Nc1ccccc1N1CCN(C(=O)c2ccccc2)CC1	-5%	-9%	1%	2	-13	16	2	7%	4%	-0.1%	4%
21	C/C(=N\N=C1/NC(=O)C(C)S1)c1ccco1 (configuration not stated)	0%	-7%	0%	2	7	-11	-22	0%	-7%	0.2%	0%
22	C(=C\c1ccccc1)/C=N/Nc1nncc(-c2ccccc2)n1	?	-8%	5%	0	·	·	·	1%	·	-1.0%	6%
23	CCc1nnc(NC(=O)COc2ccccc2[N+](=O)[O-])s1	?	5%	4%	-2	8	2	-2	-4%	11%	-0.4%	2%
24	COCCn1c(SCC(=O)NNC(=O)c2ccc(OC)c(OC)c2)nc2ccccc2c1=O	5%	10%	2%	5	-1	-23	1	1%	2%	0.2%	-1%
25	COc1ccc(C2=C(CN(C)C)C(c3ccccc3)c3ccccc3O2)cc1 (configuration not stated)	?	-14%&1%	-1%&0%	-3&2	-17	-5	44	0%&-2%	0%	-0.4%&-0.5%	-1%&-11%
26	C=CCN1C(=O)[C@H]2CCC=C[C@H]2[C@@H]1c1cccc(C)c1	?	-6%	2%	·	0	-26	8	·	-8%	0.0%	·
27	Cc1ncsc1C(=O)Nc1cccc(C(F)(F)F)c1	-21%	-4%	4%	-4	3	-2	-3	·	-1%	0.6%	·
28	CC1=N/C(=C/c2ccco2)C(=O)O1	1%	-14%	0%	-9	-19	13	1	-1%	3%	0.3%	12%
29	COc1ccc(OC)c2c(C)cc(N3CCN(C(=O)c4ccc(C)cc4)CC3)nc12	0%	-4%	2%	1	10	-4	2	7%	0%	-0.2%	?
30	O=C(O)Cc1ccc(-n2cccc2)cc1	-4%	8%	1%	2	-13	-2	-7	-1%	3%	0.1%	5%
31	O=C(O)COc1ccc(/C=C2/SC(=S)N(Cc3ccccc3)C2=O)cc1	0%	11%	3%	9	14	-1	-2	0%	1%	-0.8%	0%
32	Cc1cc(C)c(NC(=O)CN(C)C(=O)C2CC(=O)N(c3cccc4ccccc34)C2)c(C)c1 (configuration not stated)	1%	-6%	2%	·	-4	1	18	·	-28%	0.3%	·
33	C=CCN1C(=O)/C(=C2/Sc3ccc(OC)cc3N2C)SC1=Nc1ccc(OC)cc1	0%	14%	-4%	-3	·	·	·	0%	·	0.3%	1%
34	Cc1ccc(-c2nnn(CCC(=O)Nc3ccc4c(c3)OCO4)n2)cc1	1%	-4%	1%	4	-4	12	5	-1%	-15%	0.5%	-1%
35	CCC(C)Sc1ccc([C@@H]2[C@@H]3C(=O)N(C)C(=O)[C@@H]3[C@]3(C(=O)OC)CCCCN23)cc1OC (some centres not stated)	-2%	-30%	-11%	·	-5	16	-3	·	12%	0.0%	·
36	COc1cccc(NC(=O)CNC(=O)c2ccc(C)o2)c1	-1%	-5%	0%	2	2	18	5	-6%	0%	-0.3%	-2%[11.5 µM]
37	Cc1cc(NC(=O)CN2C(=O)NC(C)(CC(C)C)C2=O)no1 (configuration not stated)	0%	-11%	-2%	·	1	12	-18	·	6%	-0.2%	·
38	COc1ccccc1CNC(=O)c1cccc(NC(=O)c2ccccc2)c1	?	0%	-1%	1	19	5	-4	-1%	-3%	-0.3%	-4%
39	Cc1ccccc1C(=O)Nc1ccc(Cl)cn1	?	-3%	4%	0	4	-13	29	8%	-10%	-0.5%	-3%
40	CN1C(=O)S/C(=C\c2ccc(-n3cncn3)cc2)C1=O	11%	-6%	0%	5	12	-25	5	3%	1%	0.5%	-1%
41	Cn1c(=O)c2c(SCC(=O)N3CCCC3)nc(-c3ccccc3)nc2n(C)c1=O	6%	1%	2%	·	·	14	0	6%	-3%	0.1%	-9%
42	COc1ccc(O)c(-c2cc(-c3ccccc3[N+](=O)[O-])[nH]n2)c1	11%	-7%	1%	-3	-24	1	-5	1%	3%	-0.1%	12%
43	CC(C)(C)[Si](OCC[C@@H]1C[C@@]1(C)[C@@H](NP(=O)(c1ccccc1)c1ccccc1)c1ccccc1)(c1ccccc1)c1ccccc1	7%	-3%	3%	-1&2	·	·	·	·	·	-0.9%	5%&0%
44	CCn1c(SCC(=O)NCc2ccco2)nnc1-c1cccs1	?	-3%	0%	-11	-74*	4	9	0%	·	0.1%	?
45	COc1ccc(-c2nnc(SCc3ccc(C(=O)O)cc3)n2C)cc1OC	4%	-7%	-1%	0	0	-9	7	-7%	-4%	0.6%	-1%
46	O=C(O)c1cccc(NC(=S)NC(=O)C(c2ccccc2)c2ccccc2)c1	?	4%	-1%	18	3	-6	6	0%	-4%	-0.2%	-1%
47	O=C(c1c[nH]c2ccccc12)C(Cl)c1ccccc1 (configuration not stated)	?	3%	-4%	1	2	-7	-20	1%	6.3µM*	0.5%	·
48	COc1ccc(-c2nn(-c3ccccc3)cc2C(=O)N2c3ccc(C)cc3C3CN(C)CCC32)cc1 (configuration not stated)	-15%	-4%	-1%	-2	-6	5	-1	10%	-3%	0.1%	3%
49	Cn1c(=O)c2c(SCC(=O)NCc3ccco3)nc(-c3ccccc3Cl)nc2n(C)c1=O	12%	-7%	2%	1	-1	2	17	4%	8%	-0.5%	-7%
50	O=C(c1cc(COc2ccc3ncccc3c2)on1)N1CCC(O)CC1	-3%	-7%	-1%	0	7	20	0	-3%	-3%	0.1%	7%
